Bioassay records (PubChem)
WT yeast gro inh: growth inhibition of WT yeast, mitochondrial fusion screen. AID 1362. mitochondrial fusion phenotypic screen, WT strain. inhibition, % at 10 µM. 190,000 compounds, 2.1% hits; in the data active means inhibition above about 58%; tested in S. cerevisiae
Myeloid diff 2: myeloid differentiation induction; ER-HoxA9 myeloid progenitors, lysozyme-GFP differentiation, flow cytometry; calls only at 10 µM; 360,000 compounds, 1% hits; AID 624256;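 active means normalized GFP-positive differentiation at or above the plate's own cutoff, the solvent-only control mean plus 3 SD; inconclusive means no clear call, values can overlap the other calls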;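 further: cells exposed to compound for four days before flow analysis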
PMI inhibitors: MPI enzyme activity inhibition – biochemical, fluorescence intensity, coupled assay, primary screen (AID 1209); purified PMI enzyme, coupled fluorescence intensity; higher % means a stronger effect; one-dose inhibition, % at 20 µM; IC50 in µM for titrated hits; 190,000 compounds, 0.42% hits;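 further: plate controls were DMSO vehicle for no effect and wells lacking substrate for full effect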
Hep lipid drop: hepatic lipid droplet formation modulation; AML12 mouse hepatocytes, oleate lipid droplets, BODIPY imaging; 240,000 compounds, 0.4% hits; inhibition, % at 6.5 µM; AID 1656;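 active means lipid droplet intensity inhibited by at least 50%, with more than 500 cells counted; inconclusive means wells with under 300 cells, treated as cytotoxic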
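Technique: fluorescence imaging, 20x objective, two fields per well / Assay system: AML12 hepatocytes (mouse) / Measure: % inhibition of lipid droplet signal / Doses: 6.5 µM single-point dosing / Incubation: overnight exposure / Reagent: 100 µM oleic acid challenge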
PMI inhibition: MPI inhibition at elevated mannose 6-phosphate – biochemical, fluorescence intensity, high mannose 6-phosphate, primary screen (AID 1220); recombinant PMI enzyme, coupled fluorescence intensity; higher % means a stronger effect; inhibition, % at 20 µM; hits with a dose series show IC50 in µM; 190,000 compounds, 0.66% hits
K1F lysis inhibition: inhibition of K1F phage lysis, E. coli UTI89, bacterial capsule biogenesis inhibitors, alamar blue (AID 488966); one-dose inhibition, % at 100 µM; IC50 in µM for titrated hits; E. coli UTI89 K1F phage lysis, alamar blue, 2 h; higher % means a stronger effect; 340,000 compounds, 0.02% hits;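 active means phage lysis inhibition, versus mean bacterial control, above a set limit; inconclusive means no clear call, values can overlap the other calls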;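 further: capsule biogenesis inhibitors block K1F phage lysis so surviving cells raise fluorescence; higher fluorescence means more inhibition of phage lysis; actives were called in the ten point dose series up to 300 µM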
CSM14.1 death rescue: rescue of cells from ER stress-induced death, primary screen, 384-well, CSM14.1, thapsigargin, ATP luminescence (AID 1222); CSM14.1 thapsigargin-induced death rescue, ATP luminescence; higher % means a stronger effect; one-dose cellular ATP content (survival), % at 20 µM; EC50 in µM for titrated hits; 190,000 tested, under 10 active;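 active means EC50 below 50 µM in the dose-response confirmation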;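 further: death triggered by thapsigargin at about 15 µM added after 2 h compound pretreatment; cell ATP read after overnight thapsigargin exposure of roughly 18 to 22 hours; normalized against plate controls of thapsigargin alone and 5% DMSO vehicle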
TNAP activation fold: human TNAP enzyme activators, primary screen, biochemical, luminescent, no phosphate acceptor, uHTS (AID 1001). purified TNAP, luminescent activation assay, no phosphate acceptor; higher activation fold means a stronger effect. activation fold at 20 µM, or EC50 in µM where a hit was titrated. 200,000 compounds, 0.03% hits; in the data active means activation fold from about 3, or a potency from the dose series; inactive means the rest, 99 in 100 with activation fold below about 1.6; further: many of its hits are not listed in these tables
P. falciparum M1AAP: P. falciparum M1AAP inhibitors, biochemical, fluorogenic H-Leu-NHMec substrate, 1536-well (AID 1445) | 220,000 compounds, 0.42% hits | recombinant M1AAP, H-Leu-NHMec fluorogenic kinetic assay; higher % means a stronger effect | inhibition, % at 30 µM, or IC50 in µM where a hit was titrated;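 active means primary inhibition above the hit cutoff, then over 50% inhibition at one or more dose response concentrations, cut at about 23% in these data, passing the limit was not always enough; inconclusive means conflicting primary data, or primary hits not chosen for dose response; inactive means low primary inhibition, or under 50% at every dose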;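 further: plate controls were DMSO full reaction for no effect and no enzyme background for full effect; strong numbers were not always called active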
WT yeast gro inh mutant strain: second read-out of WT yeast gro inh, no call of its own (marks repeat the call); inhibition, %; mitochondrial fusion phenotypic screen, mutant strain inhibition
Hep lipid drop cells 6.5 µM: recorded beside Hep lipid drop, whose call it bears; cell count; measured here: cell count, cytotoxicity flag;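 cells counted across two imaged fields per well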
Myeloid diff 2 GFP+ MAC1+ %: second read-out of Myeloid diff 2, no call of its own (marks repeat the call); GFP+ MAC1+ double positive, %; measured here: differentiation confirmed by MAC1 staining
The depositor's hits bear a star; i = inactive; ? = inconclusive; · = not tested or not shown; + = active, no number; [ ] = remark or other dose. Unless noted, no stated cut-off is given here; in the data, active means inhibition above about 50%; inactive means the rest.

SMILES	WT yeast gro inh	WT yeast gro inh mutant strain	Myeloid diff 2	Myeloid diff 2 GFP+ MAC1+ %	PMI inhibitors	Hep lipid drop	Hep lipid drop cells 6.5 µM	PMI inhibition	K1F lysis inhibition	CSM14.1 death rescue	TNAP activation fold	P. falciparum M1AAP
CC(C)(C)c1ccc(S(=O)(=O)N2CCCC2C(=O)N2CCOCC2)cc1 (stereo unspecified)	5	0	i	0.3	2%	5	623	4%	·	-1.8%	1.1	-2%
CN1C(=O)/C(=C/c2ccco2)SC1=Nc1ccc(N2CCOCC2)cc1	0	-21	i	0.5	-1%	7	644	-5%	8.3%	-4.0%	0.9	1%
O=c1c2ccccc2nnn1CSc1ccccc1F	-7	-30	i	0.9	-6%	1	731	-4%	-0.1%	0.3%	1.1	9%
Cc1ccc(CC2(O)CC(C)N(C)CC2C)c(C)c1 (stereo unspecified)	8	18	i	1.6	-5%	·	·	-3%	3.5%	1.4%	1	3%
COC(=O)c1c(NC(=O)CSc2n[nH]c(N)n2)sc(C)c1C	15	6	i	0.8	8%	·	·	11%	0.2%	-0.8%	1	-10%
CC(=O)Nc1ccc(C(=O)NCC(=O)OCc2c(F)cccc2Cl)cc1	7	-1	i	0.4	7%	10	655	9%	0.2%	-0.6%	1.1	-3%
O=C(/C(=C/O)N=Nc1ccccc1)c1cccs1	3	-18	i	0.1	16%	25	703	5%	-1.8%	·	0.8	20%
O=[N+]([O-])c1ccc2c(c1)C(O)n1nc(-c3ccccc3)nc1S2 (stereo unspecified)	·	·	i	0.4	·	13	639	·	-0.5%	·	·	-2%
CCN1CCN(C(c2cccs2)C(C)NC(=S)NC2CCCCC2)CC1 (stereo unspecified)	·	·	i	0.7	·	0	697	·	2.4%[50 µM]	·	·	1%
CCOP(=O)(c1ccc(N(C)C)cc1)C(O)c1c(Cl)cccc1Cl (stereo unspecified)	2	5	i	0.6	11%	18	700	13%	0.0%	·	1.1	2%
CC(C)C(NS(=O)(=O)c1cccs1)C(=O)NCc1ccc2c(c1)OCO2 (stereo unspecified)	-3	-9	i	1.7	13%	-6	719	15%	3.1%	-1.0%	1	8%
CCN1C(=O)C(CC(=O)Nc2c(C)cccc2C)SC1=Nc1ccc(S(N)(=O)=O)cc1 (stereo unspecified)	-10	-11	i	0.5	7%	-6	728	11%	0.2%	2.6%	1.1	1%
CS(=O)(=O)c1ccc2nc(NC(=O)c3cccs3)sc2c1	-13	9	i	0.5	16%	-8	652	10%	0.0%	-6.0%	1	13%
CCn1c(SCC(=O)c2ccc(O)c(O)c2)nnc1-c1ccccc1	-1	-3	i	0.8	26%	2	728	29%	2.4%	-3.1%	0.5	11%
CCOc1ccc(-c2nc(N)ncc2-c2ccccc2)c(O)c1	-15	-23	i	0.2	12%	10	689	12%	0.2%	-2.3%	1.1	9%
CC(C)CCNC(=O)c1ccc2nc[nH]c2c1	4	-4	i	2.0	4%	-11	789	0%	-0.5%	1.7%	1.2	-3%
Cn1c(=O)c2c(nc(N/N=C/c3cccnc3)n2Cc2ccc(F)cc2)n(C)c1=O	·	·	i	0.3	·	-11	703	·	-0.2%	·	·	4%
CCN1CCN(C(c2cccc(OC)c2)c2sc3nc(C)nn3c2O)CC1 (stereo unspecified)	-9	1	i	0.7	2%	3	676	-3%	5.3%	-1.9%	1.1	-3%
Cn1c(-c2ccccc2)cc2c3no[n+]([O-])c3ccc21	6	-2	?	·	13%	·	·	15%	1.0%	-1.1%	1.1	-2%
O=C(COc1ccc(/C=N/NS(=O)(=O)c2ccccc2)cc1)Nc1ccc(F)cc1	49	25	i	0.7	19%	·	·	11%	0.5%	-0.5%	1.1	-3%
CC(C)Oc1ccc(C2CC(=O)N(Nc3ccc([N+](=O)[O-])cc3[N+](=O)[O-])C2=O)cc1 (stereo unspecified)	·	·	i	0.4	·	-4	707	·	0.2%	·	·	-3%
Cc1nc([N+](=O)[O-])c(Br)n1CC(=O)c1ccc(Cl)cc1	9	9	i	0.3	5%	2	750	0%	-0.5%	1.5%	1.2	6%
Cc1nc(Nc2ccccc2Cl)sc1C(=O)Nc1ccccc1	23	11	i	0.7	-1%	-26	640	-1%	-0.3%	-1.0%	1.2	1%
CCCCC(O)(CCCC)C(=O)NN(C(=O)OC)c1ccccc1	-10	-11	i	2.0	-8%	0	617	-5%	0.4%[50 µM]	-7.1%	1.1	3%
CCN1CCN(c2nc3c(C)cccn3c(=O)c2/C=C(\C#N)S(=O)(=O)c2ccc(C)cc2)CC1	-31	0	i	1.1	4%	·	·	3%	3.0%	3.2%	1	11%
(next part)
SMILES	WT yeast gro inh	WT yeast gro inh mutant strain	Myeloid diff 2	Myeloid diff 2 GFP+ MAC1+ %	PMI inhibitors	Hep lipid drop	Hep lipid drop cells 6.5 µM	PMI inhibition	K1F lysis inhibition	CSM14.1 death rescue	TNAP activation fold	P. falciparum M1AAP
COc1ccc(Oc2nnnn2-c2ccccc2)cc1	-15	-5	i	1.4	-1%	3	730	-4%	0.0%	-0.4%	1.1	4%
CC(C)(C)NC(=O)CSc1nncn1NCc1c(Cl)cccc1Cl	14	8	i	0.7	8%	-21	766	7%	0.4%	-1.0%	1	-2%
O=C(NNc1cccc(Cl)n1)c1ccc(Cl)nc1	-2	-6	i	0.2	7%	2	436	-1%	0.1%	0.7%	1.4	6%
C=CCOc1c(Cl)cc(C2NC(=O)NC(C)=C2C(=O)OC)cc1Cl (stereo unspecified)	-4	9	i	8.9	13%	-19	780	12%	0.3%	-2.8%	1.1	14%
CCCCCCn1c(SCCC)nc2c1c(=O)[nH]c(=O)n2C	-37	14	i	0.7	6%	·	·	4%	-0.1%	-1.6%	0.9	-3%
CCn1cc(CNCc2cn(-c3ccccc3C)nc2-c2ccc(OC)c(F)c2)cn1	-24	-9	i	1.5	2%	16	664	-2%	6.7%	-1.7%	1	·
N=c1c(C(=O)NCC2CCCO2)cc2c(=O)n3ccccc3nc2n1Cc1cccnc1 (stereo unspecified)	-6	-12	i	2.9	17%	2	821	13%	3.3%	-2.0%	1.1	20%
O=C(NCc1nnc2c3ccccc3c(-c3ccccc3)nn12)c1ccc(Cl)cc1	52	11	i	0.1	1%	3	634	-3%	0.1%	-1.5%	1	4%
O=C(CSc1nc(-c2ccco2)cc(C(F)(F)F)n1)N1CCN(c2cccc(Cl)c2)CC1	49	-5	i	0.5	10%	-4	642	13%	0.3%	-0.9%	1.1	1%
Cc1ccc2cc(C3CC(c4ccco4)=NN3C(=O)CCC(=O)O)c(Cl)nc2c1 (stereo unspecified)	-11	-4	i	0.4	8%	43	709	6%	2.7%	-1.8%	1.2	7%
COC(=O)C(CSCc1ccccc1)NC(=O)CSc1nc(N)cc(=O)[nH]1 (stereo unspecified)	-3	-8	i	0.5	-11%	-17	707	-4%	-0.7%	-6.8%	1	-3%
CC(C)Cn1c(N)c(C(=O)COC(=O)c2ccc3ccccc3n2)c(=O)n(C)c1=O	-12	-8	i	1.6	·	·	·	·	0.0%	·	·	8%
CCOC(=O)c1nnn(-c2nonc2N)c1-c1cccs1	11	27	i	1.1	-4%	·	·	-7%	0.2%	0.9%	1.1	1%
CC(C)Cc1nnc(NC(=O)CCN2C(=O)c3ccccc3C2=O)s1	-5	-11	i	2.3	5%	·	·	6%	-1.6%	-1.2%	1.1	3%
O=C1N/C(=N\c2ccccn2)SC1Cc1ccc(Cl)cc1 (stereo unspecified)	-4	-8	i	0.2	·	0	569	·	0.1%	-0.1%	1.1	6%
O=C1CC(c2ccccc2)C(=O)N1c1cccc(O)c1 (stereo unspecified)	5	-3	i	0.5	16%	-1	713	13%	0.4%	-0.9%	1.1	1%
CC(C)(C)NC(=O)NC(=O)COC(=O)CCCc1c[nH]c2ccccc12	12	16	i	2.3	-6%	-11	737	-13%	0.3%	-2.2%	1	3%
CC(C)OC(=O)CSc1nc2cccnc2n1C1CCCCC1	-23	18	i	1.4	2%	2	744	-6%	3.6%	0.2%	1	4%
Cc1cc(C)c2c(C)c(C(=O)Nc3c(C)n(C)n(-c4ccccc4)c3=O)oc2c1	-12	-18	i	0.2	1%	12	810	1%	2.0%[50 µM]	-3.4%	1	-4%
Cc1noc(C)c1C(=O)NCCCc1ccccc1	3	0	i	8.6	9%	-1	703	5%	1.1%	1.8%	1.1	8%
COC(=O)C[n+]1cccc2ccccc21	-4	12	+	1.0*	-6%	0	460	-28%	-1.0%[50 µM]	-0.7%	1.3	-2%
Cc1ccc(-n2nc(C)c(NC(=O)CCl)c2C)cc1	-7	-4	i	0.6	-7%	-1	481	-13%	0.4%	1.3%	1.1	-1%
Cn1nc(C(C)(C)C)c([N+](=O)[O-])c1C(=O)Nc1ccccc1	5	-31	i	0.3	-2%	-23	562	1%	0.9%[50 µM]	-0.9%	1.1	20%
CCCC1=C(C(=O)OCC)C(c2cccs2)C(C#N)=C(N)O1 (stereo unspecified)	11	18	i	2.8	18%	-13	835	14%	0.5%	-0.2%	1.1	3%
COc1ccc(NC(=O)c2oc3ccccc3c2NC(=O)COc2ccccc2OC)c(OC)c1	64*	-8.0*	i	3.2	1%	·	·	-6%	6.3%	-1.3%	1.1	-1%
(listing goes on)
SMILES	WT yeast gro inh	WT yeast gro inh mutant strain	Myeloid diff 2	Myeloid diff 2 GFP+ MAC1+ %	PMI inhibitors	Hep lipid drop	Hep lipid drop cells 6.5 µM	PMI inhibition	K1F lysis inhibition	CSM14.1 death rescue	TNAP activation fold	P. falciparum M1AAP
CCOC(=O)c1ccc(-n2c(-c3ccco3)nc3ccccc3c2=O)cc1	·	·	i	0.4	5%	·	·	4%	1.2%	-1.1%	1.1	·
OC1(C#CCN2CCOCC2)CCCCC1	1	2	i	0.5	-8%	2	755	-7%	-0.2%	1.3%	1.1	3%
COc1cc2[nH]c(=O)n(CCCCCC(=O)NCCCN3CCC(C)CC3)c(=O)c2cc1OC	4	-9	i	0.8	5%	-4	698	4%	0.0%	-1.4%	1.1	3%
O=C(Nc1cccc(NC(=S)NC(=O)c2cccs2)c1)c1ccccc1	7	-17	i	1.9	6%	-7	557	-5%	1.4%[50 µM]	-2.0%	1.1	11%
Cc1cc(Nc2ccccc2C(=O)O)n(-c2cccc(Cl)c2)n1	·	·	i	0.6	·	-8	697	·	-1.3%	·	·	5%
COc1ccc(-c2ccc(CCC(=O)O)n2-c2ccccc2O)cc1	·	·	i	0.4	·	12	726	·	0.4%	·	·	-3%
